High-throughput results (PubChem)
EPAC1 antagonist = EPAC1 (human) antagonism; AID 720709; EPAC1 GEF assay, Rap1b-BODIPY-GDP exchange fluorescence; Potency, µM (top dose mostly 115 µM), without a hit: top-dose activity change, negative = inhibition, most hits filed as inhibitors; O95398; hit rate 0.14% among 360,000;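 note: potency is the fitted concentration of half-maximal effect; plate controls were vehicle for no effect and positive control for full effect; nearly all actives have a fitted effect of over 50% in size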
PI5P4Ka inh = blocks human PI5P4K alpha kinase activity; hit rate 1.2% among 330,000; PI5P4Kalpha enzyme, ADP-Glo luminescence, 60 min; stronger effect = lower value; P48426; max response, %; active = max response of -50% or lower; inconclusive = between -30% and -50%; inactive = -30% or higher; note: value at the top dose of about 77 µM; % is set by controls: 0 for no effect and ±100 for the full control effect
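Compounds were pin-transferred onto PI5P4Kalpha and substrate in HEPES pH 7.4 buffer with EGTA, CHAPS and 5% DMSO. ATP (5 microM final) started the reaction, which ran 60 minutes at room temperature before ADP-Glo detection.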
GLP-1R inv ag = GLP-1 receptor (human) inverse agonism. HEK293 GLP-1R CRE-luciferase, luminescence, 24 h; GLP-1R form is constitutively active. Potency, µM (top dose mostly 38.3 µM), inactives show at the highest dose activity change, negative = inhibition, usual class: inhibitors. hit rate 1.6% among 410,000; note: potency is the fitted concentration of half-maximal effect; % is set by controls: 0 for no effect and ±100 for the full control effect; nearly all actives have a fitted effect of over 55% in size
Target sequence (P43220 whole entry, looked up): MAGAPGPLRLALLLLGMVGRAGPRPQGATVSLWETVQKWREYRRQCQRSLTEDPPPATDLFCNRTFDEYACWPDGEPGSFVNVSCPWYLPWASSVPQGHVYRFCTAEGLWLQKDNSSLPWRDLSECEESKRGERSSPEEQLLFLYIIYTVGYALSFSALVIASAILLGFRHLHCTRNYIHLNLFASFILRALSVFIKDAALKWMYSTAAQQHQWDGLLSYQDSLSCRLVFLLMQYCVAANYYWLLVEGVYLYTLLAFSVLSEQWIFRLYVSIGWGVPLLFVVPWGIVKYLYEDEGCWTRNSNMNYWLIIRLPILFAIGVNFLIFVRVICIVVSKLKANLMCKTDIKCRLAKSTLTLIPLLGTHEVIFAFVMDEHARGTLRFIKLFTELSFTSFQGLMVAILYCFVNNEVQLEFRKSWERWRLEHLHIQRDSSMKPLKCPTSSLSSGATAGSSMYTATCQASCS
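Inverse agonists were sought by their lowering of basal cAMP reporter luciferase output in HEK293 cells stably carrying constitutively active human GLP-1R, after 24 h compound treatment.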
GLP1R ag = GLP-1 receptor (human) agonism; Potency, µM (series often up to 45.6 µM), for inactives: top-dose activation, actives largely listed as activators; HEK293 GLP-1R CRE-luciferase, luminescence, 4-6 h; cells express a hypersensitive GLP-1R form; P43220; hit rate 0.007% among 380,000; note: potency is the fitted concentration of half-maximal effect; % of control where 0% means no effect
IL2 activator = activators of IL-2. IL-2 activation reporter assay, cell-based qHTS; stimulated with anti-CD3/CD4/CD28 beads; in transgenic mouse T cells. activation, % (series mostly up to about 46 µM). hit rate 0.065% among 360,000. AID 652025; in the data active = activation above about 50%; inconclusive = mostly about 30% to 49%; note: 0% is about no effect
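Unstimulated transgenic mouse T cells preincubated 60 min with compound, then stimulated with anti-CD3/anti-CD4-coated beads plus anti-CD28 for 18 h at 37 degrees C. IL-2 response read as EGFP and DsRed fluorescence by plate cytometry.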
PTHR1 ag = PTHR1 (human) receptor agonism | Q03431 | hit rate 0.075% among 410,000 | HEK293 GP2 PTHR1 cells, GloSensor cAMP luminescence, 1 h | AID 743266 | Potency, µM (doses to about 115 µM), without a hit: top-dose activation, hits mostly activators; note: potency is the fitted concentration of half-maximal effect; nearly all actives have a fitted effect of over 55% in size; some results filed as inactive show a strong effect at the top dose; inactives centre near -15; many of its hits are not listed in these tables
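HEK-293-derived GP2 cells expressing PTHR1 and a GloSensor cAMP reporter, 3,000/well, plated overnight, given luciferin plus IBMX (each 0.5 mM as added) for 1 h at 37 °C, then compound for 1 h at 37 °C. Luminescence was read after 15 min at room temperature.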
EPAC1 agonist = agonists of human EPAC1; O95398; EPAC1 agonist qHTS, biochemical assay; response scale: 100% = response to 6.5 mM cAMP; Potency, µM (titrated, usually from 154 µM), for inactives: at the highest dose activation, most hits filed as activators; hit rate 0.073% among 360,000; AID 720707; note: potency is the fitted concentration of half-maximal effect; nearly all actives have a fitted effect of over 60% in size
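Normalized to 6.5 mM cAMP, activity reflects EPAC1-catalysed release of BODIPY-GDP from Rap1B, followed kinetically over 30 min at 480 nm excitation, 540 nm emission. Reaction contained 100 nM EPAC1, 250 nM Rap1B-BODIPY-GDP, 50 uM GDP.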
HEK293 tox = cytotoxicity in counter-screen for GLP-1R inverse agonists; HEK293 cAMP-luciferase reporter cells, luminescence, 24 h; Potency, µM (doses to about 38.3 µM), for the others: at the highest dose activity change, negative = inhibition, usual class: inhibitors; hit rate 0.13% among 410,000; AID 624418;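 note: loss of luciferase light is scored as toxicity; potency is the fitted concentration of half-maximal effect; % is set by controls: 0 for no effect and ±100 for the full control effect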
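Step one: seed cells (200 cells/uL, DMEM with 10% Nu serum, 1% pen-strep). Step two: 12-hour incubation at 37 deg C. Step three: pin 23 nL compound, incubate 24 hr. Step four: add luciferase reagent, read luminescence 12 min later.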
PLK1 PBD block = blocks phosphopeptide binding to human PLK1 polo-box domain; Plk1 PBD binding of FITC phosphopeptide, fluorescence polarization; Potency, µM, for inactives: max response, negative = inhibition, usual class: inhibitors; hit rate 2.8% among 360,000; note: potency is the fitted concentration of half-maximal effect; series mostly up to about 57 µM; % is set by controls: 0 for no effect and ±100 for the full control effect; nearly all actives have a fitted effect of over 65% in size
Target sequence (P53350 whole entry, looked up, the tested form may be a part): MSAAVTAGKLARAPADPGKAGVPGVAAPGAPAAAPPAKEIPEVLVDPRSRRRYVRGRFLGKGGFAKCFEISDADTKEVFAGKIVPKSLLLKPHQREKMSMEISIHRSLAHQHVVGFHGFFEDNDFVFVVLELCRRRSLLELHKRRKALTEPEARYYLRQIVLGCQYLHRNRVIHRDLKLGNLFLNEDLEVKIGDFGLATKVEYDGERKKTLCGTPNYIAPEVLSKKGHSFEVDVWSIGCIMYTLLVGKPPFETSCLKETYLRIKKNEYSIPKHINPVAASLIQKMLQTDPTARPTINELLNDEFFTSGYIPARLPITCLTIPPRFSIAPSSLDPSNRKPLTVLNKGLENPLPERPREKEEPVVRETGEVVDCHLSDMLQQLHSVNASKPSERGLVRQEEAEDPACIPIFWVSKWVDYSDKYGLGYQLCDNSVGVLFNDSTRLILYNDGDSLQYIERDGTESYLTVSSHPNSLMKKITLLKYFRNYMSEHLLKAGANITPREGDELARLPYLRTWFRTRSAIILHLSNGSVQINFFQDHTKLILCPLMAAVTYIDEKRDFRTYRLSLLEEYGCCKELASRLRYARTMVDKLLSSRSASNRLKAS
Active calls of the source: *; & = joins results of further samples; [ ] = dose if it differs, or a comment. Unless noted, calls come from the whole dose curve; as a rule, active = well fitted curve in the direction sought with a large enough effect; inconclusive = small, poorly fitted or top-dose-only effect, or another doubt; inactive = no such curve, though single readings can be large; an effect the other way counts as inactive or inconclusive.

`Cc1ccc(OC(=O)CCC(=O)Nc2ccc(Br)cc2)cc1` gave EPAC1 antagonist -10%, PI5P4Ka inh 2, GLP-1R inv ag 12%, GLP1R ag -15%, IL2 activator 0.1, PTHR1 ag -24%, EPAC1 agonist -1%, HEK293 tox 3% and PLK1 PBD block -3%.
Screening Cc1ccc(C)c(NC(=O)CCN2CCOCC2)c1 returned EPAC1 antagonist 5%, PI5P4Ka inh 6, GLP-1R inv ag 1%, GLP1R ag 6%, IL2 activator -2.4, PTHR1 ag -3%, EPAC1 agonist -7%, HEK293 tox -15% and PLK1 PBD block -2%.
Screening O=C(Cc1c(F)cccc1Cl)NNC(=O)c1ccncc1 returned EPAC1 antagonist 11%, PI5P4Ka inh 4, GLP-1R inv ag 10%, GLP1R ag -3%, IL2 activator -0.1, PTHR1 ag inactive, EPAC1 agonist 6%, HEK293 tox -9% and PLK1 PBD block 0%.
Screening COC(=O)C1CCN(C(=O)COC(=O)c2oc3ccccc3c2C)CC1 returned EPAC1 antagonist -19%, PI5P4Ka inh 3, GLP-1R inv ag -18%, GLP1R ag 0%, IL2 activator -0.1, PTHR1 ag -2%, EPAC1 agonist 3%, HEK293 tox 1% and PLK1 PBD block -3%.
Screening O=C(CN1C(=O)NC2(CCCC2)C1=O)OCc1ccc(F)cc1 returned EPAC1 antagonist 2%, PI5P4Ka inh 3, GLP-1R inv ag 18%, GLP1R ag 9%, IL2 activator -1.9, PTHR1 ag -13%, EPAC1 agonist -2%, HEK293 tox -3% and PLK1 PBD block 0%.
O=C(c1nn2c(C(F)(F)F)cc(-c3ccccc3)nc2c1Cl)N1CCOCC1 was read as EPAC1 antagonist -10%, PI5P4Ka inh 2, GLP-1R inv ag 1%, GLP1R ag 0%, IL2 activator -1.4, PTHR1 ag inactive, EPAC1 agonist -3%, HEK293 tox -3% and PLK1 PBD block -11%.
`NC(=O)c1ccc(NC(=O)COC(=O)C2CC3C=CC2C3)cc1` (stereo not given) gave EPAC1 antagonist 1%, PI5P4Ka inh -8, GLP-1R inv ag 8%, GLP1R ag 0%, IL2 activator 0.9, PTHR1 ag -13%, EPAC1 agonist -5%, HEK293 tox 8% and PLK1 PBD block -1%.
For COCCNC(=O)CN1N=C(c2ccc(OC)cc2)CCC1=O the results were EPAC1 antagonist -9%, PI5P4Ka inh 7, GLP-1R inv ag 23%, GLP1R ag 3%, IL2 activator 2.4, PTHR1 ag -4%, EPAC1 agonist -9%, HEK293 tox 5% and PLK1 PBD block -5%.
Screening CC1C/C(=C/c2ccccn2)C(=O)/C(=C/c2ccccn2)C1 (stereo not given) returned EPAC1 antagonist 15%, PI5P4Ka inh 1, GLP-1R inv ag -91%, GLP1R ag -5%, IL2 activator 0.1, PTHR1 ag -33%[inhibitor], EPAC1 agonist 0%, HEK293 tox 4.5µM* and PLK1 PBD block inconclusive.
Screening Cc1ccc(NC(=O)NCc2ccc3c(c2)OCO3)c(C)c1 returned EPAC1 antagonist 1%, PI5P4Ka inh -4, GLP-1R inv ag -11%, GLP1R ag 5%, IL2 activator -2.1, PTHR1 ag inactive, EPAC1 agonist 8%, HEK293 tox 5% and PLK1 PBD block -5%.
For O=C(Nc1cccc(/C=C/c2ccccn2)c1)c1cc(Cl)ccn1 the results were EPAC1 antagonist 5%, PI5P4Ka inh -15, GLP-1R inv ag -1%, GLP1R ag 9%, IL2 activator 1.3, PTHR1 ag -28%, EPAC1 agonist 3%, HEK293 tox 1% and PLK1 PBD block 3%.
For CCOc1ccc(C(=O)N2CCN(S(=O)(=O)c3ccc4c(c3)OCCO4)CC2)cc1OCC the results were EPAC1 antagonist -2%, PI5P4Ka inh 3, GLP-1R inv ag 33%[activator], GLP1R ag -3%, IL2 activator 2.2, PTHR1 ag 0%, EPAC1 agonist 4%, HEK293 tox 0% and PLK1 PBD block -3%.
CCN(Cc1ccccc1)C(=O)COc1ccccc1 was read as EPAC1 antagonist 4%, PI5P4Ka inh 1, GLP-1R inv ag -7%, GLP1R ag 1%, IL2 activator -0.5, PTHR1 ag inactive, EPAC1 agonist 3%, HEK293 tox -3% and PLK1 PBD block -2%.
Screening COc1ccc(Cn2cc(F)c(=O)n(CCC(C)C)c2=O)cc1[N+](=O)[O-] returned EPAC1 antagonist -5%, PI5P4Ka inh 15, GLP-1R inv ag 33%[activator], GLP1R ag 12%, IL2 activator -0.2, PTHR1 ag -51%[inhibitor][57.5 µM], EPAC1 agonist 0%, HEK293 tox -11% and PLK1 PBD block -2%.
For CC(Oc1ccccc1)C(=O)N=Nc1c(O)[nH]c2ccc(Br)cc12 (stereo not given) the results were EPAC1 antagonist -25%, PI5P4Ka inh 8, GLP-1R inv ag -7%, GLP1R ag -4%, IL2 activator 0.2, PTHR1 ag -21%, EPAC1 agonist 9%, HEK293 tox 6% and PLK1 PBD block -18%.
For CC(C)(C)NC(=O)CSc1nc(Cc2ccccc2)nc2ccccc12 the results were EPAC1 antagonist -25%, PI5P4Ka inh -7, GLP-1R inv ag inconclusive, GLP1R ag 19%, IL2 activator 0.8, PTHR1 ag -7%, EPAC1 agonist 12%, HEK293 tox -6% and PLK1 PBD block -13%.
For O=C(COc1ccc(Cl)cc1)NCCSCc1ccccc1Cl the results were EPAC1 antagonist -11%, PI5P4Ka inh 22, GLP-1R inv ag inconclusive, GLP1R ag 28%, IL2 activator 0.5, PTHR1 ag -4%, EPAC1 agonist 3%, HEK293 tox -7% and PLK1 PBD block -5%.
`COc1cccc2cc(-c3nnc(SCC(=O)Nc4nc(C)cs4)n3C)oc12` gave EPAC1 antagonist -7%, PI5P4Ka inh 3, GLP-1R inv ag -4%, GLP1R ag 11%, IL2 activator 0.7, PTHR1 ag -10%, EPAC1 agonist -17%, HEK293 tox -7% and PLK1 PBD block -3%.
CCCn1nnnc1NCc1ccc(CC)cc1 was read as EPAC1 antagonist 10%, PI5P4Ka inh -5, GLP-1R inv ag -7%, GLP1R ag 0%, IL2 activator -3.0, PTHR1 ag inactive, EPAC1 agonist -15%, HEK293 tox -9% and PLK1 PBD block -13%.
For Cc1cc(C(=O)CSc2nnc(N)s2)c(C)n1Cc1cccs1 the results were EPAC1 antagonist -4%, PI5P4Ka inh inconclusive, GLP-1R inv ag inconclusive, GLP1R ag -40%[inhibitor], IL2 activator -0.4, PTHR1 ag -93%[inhibitor], EPAC1 agonist 2%, HEK293 tox 22% and PLK1 PBD block -1%.

Quoted at random: 2 entries already listed.
For CCOc1ccc(C(=O)N2CCN(S(=O)(=O)c3ccc4c(c3)OCCO4)CC2)cc1OCC the results were EPAC1 antagonist -2%, PI5P4Ka inh 3, GLP-1R inv ag 33%[activator], GLP1R ag -3%, IL2 activator 2.2, PTHR1 ag 0%, EPAC1 agonist 4%, HEK293 tox 0% and PLK1 PBD block -3%.
`NC(=O)c1ccc(NC(=O)COC(=O)C2CC3C=CC2C3)cc1` (stereo not given) gave EPAC1 antagonist 1%, PI5P4Ka inh -8, GLP-1R inv ag 8%, GLP1R ag 0%, IL2 activator 0.9, PTHR1 ag -13%, EPAC1 agonist -5%, HEK293 tox 8% and PLK1 PBD block -1%.

Continued.
CC(C)(C)c1ccc(C(=O)NCC(=O)NNC(=O)c2ccccc2O)cc1 was read as EPAC1 antagonist -23%, PI5P4Ka inh 7, GLP-1R inv ag -24%, GLP1R ag -4%, IL2 activator -1.4, PTHR1 ag -24%, EPAC1 agonist -4%, HEK293 tox -1% and PLK1 PBD block -10%.
`CNC(=S)N/N=C/c1ccc(C(C)C)cc1` gave EPAC1 antagonist 0%, PI5P4Ka inh inconclusive, GLP-1R inv ag inconclusive, GLP1R ag 2%, IL2 activator -0.6, PTHR1 ag -1%[57.5 µM], EPAC1 agonist 2%, HEK293 tox inconclusive and PLK1 PBD block 3µM*.
For Cc1cc(C)c2c(n1)SCC(=O)N2CC(=O)Nc1ccc(C)c(C)c1 the results were EPAC1 antagonist -1%, PI5P4Ka inh -2, GLP-1R inv ag 3%&-7%, GLP1R ag 5%, IL2 activator -3.0, PTHR1 ag 2%, EPAC1 agonist -13%, HEK293 tox -21%&-1% and PLK1 PBD block 2%.
Screening O=[N+]([O-])c1cc(-c2cnc3ccccc3n2)ccc1Oc1ccc(F)cc1 returned EPAC1 antagonist -4%, GLP-1R inv ag -30%, GLP1R ag 5%, IL2 activator -2.5, PTHR1 ag inactive, EPAC1 agonist 9%, HEK293 tox -6% and PLK1 PBD block 2%.
O=C1CC(C(=O)Nc2ccc(Cl)cc2[N+](=O)[O-])C2(CCCCC2)O1 (stereo not given) was read as EPAC1 antagonist 5%, PI5P4Ka inh -3, GLP-1R inv ag -16%, GLP1R ag -2%, IL2 activator 0.8, PTHR1 ag -9%, EPAC1 agonist 4%, HEK293 tox -7% and PLK1 PBD block -8%.
Screening COC(=O)c1sccc1S(=O)(=O)Nc1ccc(N2CCCCC2)cc1 returned EPAC1 antagonist -9%, PI5P4Ka inh -1, GLP-1R inv ag 46%[activator], GLP1R ag inconclusive, IL2 activator -0.7, PTHR1 ag inactive, EPAC1 agonist 3%, HEK293 tox 0% and PLK1 PBD block 2%.
For COc1ccc(NC(=O)CC(c2ccc(F)cc2)c2ccc(OC(C)C)cc2)cc1 (stereo not given) the results were EPAC1 antagonist -1%, PI5P4Ka inh 23, GLP-1R inv ag inconclusive, GLP1R ag 0%, IL2 activator -2.4, PTHR1 ag inactive, EPAC1 agonist -2%, HEK293 tox -7% and PLK1 PBD block -3%.
CCOC(=O)c1c(C)[nH]c(C(=O)OC(C)C(=O)NC2(C#N)CCCCC2)c1C (stereo not given) was read as EPAC1 antagonist 2%, PI5P4Ka inh 6, GLP-1R inv ag 67%[activator], GLP1R ag 15%, IL2 activator 0.8, PTHR1 ag -21%, EPAC1 agonist 5%, HEK293 tox -7% and PLK1 PBD block -2%.
For COc1cc(NC(=O)C2COc3ccccc3O2)c(OC)cc1Cl (stereo not given) the results were EPAC1 antagonist 1%, PI5P4Ka inh 8, GLP-1R inv ag inconclusive, GLP1R ag -2%, IL2 activator -3.3, PTHR1 ag 8%, EPAC1 agonist 10%, HEK293 tox 28% and PLK1 PBD block -10%.

These rows are one share of the data; rates above refer to the full screens.
